# Screening data deposited in PubChem BioAssay by The Scripps Research Institute Molecular Screening Center.
# M1 PAM parental: counter-screen for M1 PAMs: effect in parental CHO-K1 cells; hit rate 0.02% among 360,000; ATP EC20, Fluo-8 calcium fluorescence; 0% at ATP EC20, 100% at ATP max; activation, % at 3 µM;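 active = activation above the run cutoff, the mean activation of all test compounds plus 3 SD, cut at about 40% in these data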;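 note: peak over basal fluorescence ratio in a 140 s read after ATP addition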
# CHO-K1 Ca ag: nonselective activator or artifact in parental CHO-K1 cells; Fluo-8 calcium fluorescence; scaled to maximal ATP response, vehicle zero; activation, % at 3 µM; hit rate 0.48% among 360,000; in the data active = activation above about 15%;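 note: untransfected CHO-K1 host cells lacking M1 receptor as counterscreen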
# OXTR potentiate: potentiates the human oxytocin receptor response. CHO-OTR cells, Fluo-8 calcium fluorescence, potentiator mode; 0% = oxytocin EC15, 100% = EC100. activation, % at 3 µM. hit rate 0.061% among 320,000;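 active = activation above that plate's cutoff, the mean activation of tested compounds plus 3 SD, cut at about 6.6% in these data, passing the limit was not always enough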;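 note: 100% uses oxytocin at 75 nM as the full agonist control; some results filed as inactive read as strong as hits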
#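 Material: CHO-OTR cells, human receptor; compound dosing: single dose, 3.0 µM nominal final compound concentration; schedule: 6 min compound pre-incubation at room temperature, 100 s kinetic read; measured by: kinetic Fluo-8 calcium fluorescence; read-out basis: % activation vs EC15 and EC100 oxytocin; controls: EC15 oxytocin alone as 0%, 75 nM oxytocin as 100%; replicates: singlicate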
# M1 antag: antagonists of human M1 muscarinic receptor; P11229; inhibition, % at 3 µM; hit rate 1.3% among 360,000; CHO-K1 hM1, Fluo-8 calcium fluorescence, ACh EC80 antagonist; AID 588852;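 active = percent inhibition above its own plate's cutoff, namely the mean of that plate's compound wells plus 3 SD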;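 note: peak over basal fluorescence ratio during 140 s after agonist addition; 0% = ACh EC80 plus DMSO and 100% = DMSO alone without agonist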
# Target sequence (P11229 whole entry, looked up): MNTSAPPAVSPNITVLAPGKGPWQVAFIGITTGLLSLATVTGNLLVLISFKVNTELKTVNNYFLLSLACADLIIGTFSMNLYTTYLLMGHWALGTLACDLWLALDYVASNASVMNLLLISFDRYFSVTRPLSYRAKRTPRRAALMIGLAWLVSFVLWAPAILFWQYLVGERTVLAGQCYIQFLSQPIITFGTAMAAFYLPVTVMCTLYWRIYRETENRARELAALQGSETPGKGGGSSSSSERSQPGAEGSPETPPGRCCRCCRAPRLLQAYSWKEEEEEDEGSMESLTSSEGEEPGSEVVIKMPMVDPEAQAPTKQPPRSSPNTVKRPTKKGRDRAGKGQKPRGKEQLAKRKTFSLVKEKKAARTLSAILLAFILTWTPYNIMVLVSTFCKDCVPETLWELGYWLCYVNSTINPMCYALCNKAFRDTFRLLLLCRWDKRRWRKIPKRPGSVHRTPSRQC
# TAAR1 agonist: human TAAR1 agonism; CHO RD-HGA16 TAAR1, Fluo-8 calcium fluorescence; vehicle wells 0%, saturating PEA agonist 100%; activation, % at 3 µM; hit rate 0.99% among 360,000; Q96RJ0;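 active = activation above the mean activation of all test compounds in the run plus 3 SD, cut at about 38% in these data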
# Target sequence (Q96RJ0 whole entry, looked up): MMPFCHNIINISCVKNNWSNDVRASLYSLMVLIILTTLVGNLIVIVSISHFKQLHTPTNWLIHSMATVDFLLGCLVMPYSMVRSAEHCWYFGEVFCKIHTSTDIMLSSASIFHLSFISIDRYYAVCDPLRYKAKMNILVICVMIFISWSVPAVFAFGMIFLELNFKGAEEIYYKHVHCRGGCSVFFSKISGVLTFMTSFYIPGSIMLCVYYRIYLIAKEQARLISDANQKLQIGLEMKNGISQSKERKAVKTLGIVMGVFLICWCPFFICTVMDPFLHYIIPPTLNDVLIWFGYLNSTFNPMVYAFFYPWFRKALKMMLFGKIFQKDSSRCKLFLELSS
#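 Repeats: no replicates (n 1) | Material: CHO-derived RD-HGA16 cells with stable Gα16 and human TAAR1 | Technique: Kinetic Fluo-8 calcium fluorescence | Schedule: 17-24 h seeding, 75 min 37 °C dye, 30 min RT | Evaluation: % activation from peak over basal fluorescence ratio, DMSO-to-PEA scaled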
# TAAR1 antagonist: human TAAR1 antagonism; Q96RJ0; hit rate 1.5% among 360,000; AID 624466; inhibition, % at 3 µM; CHO RD-HGA16 TAAR1, Fluo-8 calcium fluorescence, antagonist;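 active = inhibition above a per-plate cutoff, the mean inhibition of test compounds on that plate plus 3 SD, cut at about 49% in these data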;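 note: 0% = DMSO plus EC80 beta-PEA response and 100% = DMSO alone without agonist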
#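 Test system – hTAAR1-expressing CHO RD-HGA16 cells, Gα16-coupled · Reagent – β-PEA at EC80 concentration, post-compound challenge · Compound dosing – 3 µM, single point · Timing – 140 s kinetic read after compound, 140 s after agonist · Detection – Fluo-8 intracellular calcium dye fluorescence, real-time kinetic reads · Control set – DMSO and EC80 PEA controls · Repeats – n of 1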
# CHO-K1 Ca antag: nonselective inhibitor or artifact in parental CHO-K1 cells. ATP-induced calcium, Fluo-8 fluorescence. inhibition, % at 3 µM. hit rate 0.6% among 360,000;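 active = inhibition above a per-plate cutoff, the plate's mean sample inhibition plus 3 SD, cut at about 24% in these data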;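 note: 0% = DMSO plus EC80 ATP and 100% = DMSO alone without ATP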
# CHO parental Ca: counter-screen for OX1R antagonists: effect in parental CHO cells | parental CHO-K1, ATP-induced calcium, Fluo-8 fluorescence | inhibition, % at 5.6 µM | hit rate 0.63% among 330,000 | AID 463079;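 active = inhibition above that plate's mean sample inhibition plus 3 SD, cut at about 26% in these data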;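 note: 0% = ATP-challenged DMSO wells and 100% = DMSO wells without ATP; some compounds past the cut are filed as inactive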
#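 Assay system: untransfected parental CHO cell line. Also added: ATP agonist challenge. Dosing: one dose, 5.6 µM nominal. Measured by: Fluo-8 fluorescence. Read-out: % inhibition. Benchmarks: ATP wells versus no-ATP DMSO wells. Repeats: no replicates.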
# M1 ag: activates human CHRM1 receptor. CHO-K1 hM1, Fluo-8 calcium fluorescence, agonist mode; 0% DMSO, 100% acetylcholine EC100. activation, % at 3 µM. hit rate 0.33% among 360,000;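 active = activation above the run's mean compound activation plus 3 SD, cut at about 16% in these data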;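 note: peak over basal fluorescence ratio within a 140 s kinetic read after compound addition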
# Numbers without * were called inactive; . = not tested or not shown. Rows are unselected. Share with any hit: about 4.2%.
SMILES,M1 PAM parental,CHO-K1 Ca ag,OXTR potentiate,M1 antag,TAAR1 agonist,TAAR1 antagonist,CHO-K1 Ca antag,CHO parental Ca,M1 ag
COc1ccc(-n2c(C)cc(C(=O)COC(=O)Cc3n[nH]c(=O)c4ccccc34)c2C)cc1,-15,5.2,-9,25,0,35,22,-4,-10
CC(C)NC(=O)C(=O)Nc1ccc2c(c1)N(S(=O)(=O)c1cccs1)CCC2,0,1.2,3,-15,5,15,2,-17,-5
CCOc1ccc(N(CC(=O)NCc2ccccc2Cl)S(=O)(=O)c2c(C)noc2C)cc1,-9,-0.5,-6,-7,2,-19,-4,-30,2
Cn1c(SCC(=O)NCCc2ccccc2)nnc1-c1ccco1,19,0.3,-5,-1,4,-4,-4,-14,-1
Cc1cc(OCC(=O)Nc2cc(C(C)(C)C)on2)ccc1[N+](=O)[O-],-15,6.1,-11,2,1,-15,-3,-14,-3
Cc1nnc(NC(=O)Cc2ccc(OCc3c(C)noc3C)cc2)s1,28,0.9,3,-9,1,-13,-14,-7,-6
CCN1C(c2ccccc2)C(C)C(=O)C(C)C1c1ccccc1 (stereo not drawn),7,0.5,-5,4,0,52*,-12,2,-5
O=C(NCCC1=CCCCC1)c1[nH]c(C(F)(F)F)nc1-c1ccccc1,13,12,.,-15,7,12,-12,.,6
O=C(NCC(=O)N(CCN1CCOCC1)C(C(=O)NC1CCCC1)c1cccnc1)c1cccs1 (stereo not drawn),-2,0.2,1,7,1,-12,-11,-2,-4
N#CC[C@H](c1ccccc1)N1CCN(Cc2ccccc2)CCC1=O,13,0.1,-2,19,1,8,-5,-20,-13
O=C(CN1C(=O)c2ccccc2S1(=O)=O)N1CCN(c2ccccc2)CC1,-9,1.0,-2,6,.,.,6,-2,-2
O=C(NC1CCCCC1)c1noc2c1CCCCC2,6,0.7,-5,6,4,2,-13,-15,-13
COc1ccc(/C=C(\NC(=O)c2ccccc2)C(=O)OCC2CCCN3CCCCC23)cc1OC (stereo not drawn),-6,0.4,-12,0,3,-21,4,-23,-6
CC1CCc2nn(CC(=O)N3CCc4ccccc43)cc2C1 (stereo not drawn),9,0.9,-4,102*,2,-8,6,-5,-14
CCN1C(=O)CC(C(=O)Nc2ccc(F)cc2)SC1=Nc1cccc(OC)c1 (stereo not drawn),-11,1.5,-2,10,11,32,12,-1,-3
Cc1onc(-c2c(F)cccc2Cl)c1C(=O)NCCc1ccncc1,3,1.0,-4,-6,2,-11,-1,-11,-2
CCCCC12CN3CCN(CC(C3)/C1=N\NC(=O)Nc1ccccc1)C2,28,1.2,-4,-6,4,-15,-8,2,0
Cc1c(NC(=O)c2ccccc2N(C)S(=O)(=O)c2ccccc2)c(=O)n(-c2ccccc2)n1C,-3,0.7,1,4,2,-3,9,-11,-7
COc1ccc(NC(=O)C2(C)CCCN(C(C)C)C2)cc1OC (stereo not drawn),8,-0.1,.,-33,1,-5,-13,.,2
Cc1cc(NCCCO)n2c(nc3ccccc32)c1C#N,-10,0.3,-2,3,0,15,12,-2,-7
COc1ccc(-c2cnn(-c3ccccc3)c2N)cc1OC,9,0.0,-9,0,14,-7,-1,-2,-1
C=CCn1c(Sc2ccccc2)nc2c1c(=O)[nH]c(=O)n2C,15,0.6,-12,-5,1,6,-9,-8,-5
CCc1ccc(/C=N/N2CCN(c3ccccn3)CC2)cc1,23,2.1,-7,-15,0,-28,-15,4,-4
CCCC1(C(=O)OC)NC(c2cc(OC)c(OC)c(OC)c2)C2C(=O)N(CC)C(=O)C21 (stereo not drawn),6,0.4,-9,2,2,6,-12,-2,-1
CC(=O)N1CCc2ccccc2C1CC(=O)O (stereo not drawn),-13,-0.1,-10,20,5,-22,1,-2,-1
CC(=O)c1ccc2c(c1)OCCOCCOc1ccccc1OCCOCCO2,2,2.7,-8,-3,0,5,-3,-19,-3
COc1ccc(C(NC(=O)c2ccc(=O)[nH]c2)C(=O)Nc2ccc(C(C)C)cc2)cc1 (stereo not drawn),-2,-0.2,0,-4,3,-4,-5,-6,-7
CCC(=O)Nc1cccc(NC(=S)NC(=O)c2cccc(C)c2)c1,14,5.5,-10,-5,7,20,-5,-25,-2
COC(=O)c1sc(NC(=S)NNC(=O)c2c(Br)c(C)nn2C)c(C(=O)OC)c1C,-4,1.0,-10,-5,2,8,5,-5,5
O=C1NC(=O)c2cc(NC(=O)C3CCCO3)ccc21 (stereo not drawn),5,-0.2,-4,0,23,0,2,-2,-4

# Ordered by length of the SMILES (low to high): some entries from above.
SMILES,M1 PAM parental,CHO-K1 Ca ag,OXTR potentiate,M1 antag,TAAR1 agonist,TAAR1 antagonist,CHO-K1 Ca antag,CHO parental Ca,M1 ag
O=C1NC(=O)c2cc(NC(=O)C3CCCO3)ccc21 (stereo not drawn),5,-0.2,-4,0,23,0,2,-2,-4
CC(=O)c1ccc2c(c1)OCCOCCOc1ccccc1OCCOCCO2,2,2.7,-8,-3,0,5,-3,-19,-3
CCCCC12CN3CCN(CC(C3)/C1=N\NC(=O)Nc1ccccc1)C2,28,1.2,-4,-6,4,-15,-8,2,0
CCCC1(C(=O)OC)NC(c2cc(OC)c(OC)c(OC)c2)C2C(=O)N(CC)C(=O)C21 (stereo not drawn),6,0.4,-9,2,2,6,-12,-2,-1

# Further compounds:
SMILES,M1 PAM parental,CHO-K1 Ca ag,OXTR potentiate,M1 antag,TAAR1 agonist,TAAR1 antagonist,CHO-K1 Ca antag,CHO parental Ca,M1 ag
Cc1cc(SCC(=O)N/N=C/c2ccco2)nc2ccccc12,16,5.8,-7,10,16,-3,4,-19,-6
CC(C)NC(=O)CNc1ccc(C(F)(F)F)cc1[N+](=O)[O-],15,2.9,-17,-6,1,7,-14,-1,0
CNCc1ccccc1Sc1cccc2ccccc12,10,3.1,-18,15,4,16,-6,-23,-10
O=C(CN1C(=O)NC(Cc2ccccc2)C1=O)Nc1ccccc1F (stereo not drawn),15,0.3,2,-9,1,1,-18,-9,-1
Cc1cc(-c2ccc(NS(=O)(=O)c3ccccc3)c(C)c2)ccc1NS(=O)(=O)c1ccccc1,-6,0.6,.,0,9,-6,-9,.,-3
Cc1ccc(S(=O)(=O)N(C)c2ccc(OCC(=O)OCc3cccc(Br)c3)cc2)cc1,9,2.1,.,2,5,18,-5,.,0
COc1ccc(CCn2c(-c3ccccc3)nc3c(c(=O)c4ccccc4n3C)c2=O)cc1,.,.,2,.,-1,-20,.,-16,.
NC(=O)c1ccsc1NC(=O)COC(=O)Cc1n[nH]c(=O)c2ccccc12,-1,2.3,-5,-11,5,16,4,1,-3
CCOc1ccc(N2C(=O)/C(=C/c3cc(OC)c(OC)c(OC)c3)N(CC(=O)OC)C2=S)cc1,10,0.9,-19,-7,-1,28,-2,-19,-1
COc1ccc(-c2ccc(CNCCCN3CCOCC3)o2)cc1Cl,9,0.6,-11,-4,3,-3,-10,-9,-6
O=C(c1cccs1)N(C(=O)c1cccs1)c1ccccn1,16,0.1,-1,-6,0,-2,-28,-19,-2
O=C(NCCCNc1ccnc2cc(Cl)ccc12)c1ccccc1F,0,3.4,-10,9,0,-5,-18,-22,-9
Cc1cc(C)c2c(=O)c3c(oc2c1)C(=O)N(CCO)C3c1cccc(O)c1 (stereo not drawn),24,0.2,-7,-17,1,-4,-10,-2,-3
O=C(CN1C(=O)/C(=C/c2ccccc2Cl)SC1=S)NC1C=CS(=O)(=O)C1 (stereo not drawn),4,0.0,-4,11,-1,-3,-3,0,-5
O=C(CN(Cc1ccc(F)cc1)C(=O)CNS(=O)(=O)c1ccccc1)NCc1ccco1,-17,1.1,-3,-16,2,-9,0,-6,-4
O=C(NC1CC1)c1nc(Cn2cc([N+](=O)[O-])cn2)no1,14,0.8,2,-5,3,-9,-13,4,-1
O=C(COc1ccc(F)cc1)NCC1(N2CCOCC2)CCCCC1,-8,0.3,2,-1,5,-24,-10,-4,-9
O=C(CN(C(=O)CNC(=O)c1ccco1)c1ccc(Cl)c(Cl)c1)NC1CCCCC1,4,1.8,-14,0,35,-6,-2,-32,4
CC(NC(=O)Cn1cnc2c1c(=O)n(C)c(=O)n2C)c1ccccc1 (stereo not drawn),-6,-0.2,-6,15,8,-3,15,-7,-2
N#CC(C(=O)NC1CCCCC1)=C1CCCCCC1,21,0.7,4,-4,-1,-3,-17,-20,-9
CCOC(=O)C1(C(N)=O)OC1(c1ccc(Cl)cc1)c1ccccc1Cl (stereo not drawn),9,1.1,.,-12,-1,4,-11,.,-3
O=C(CN(CC1CCCO1)C(=O)CNS(=O)(=O)c1ccc(F)cc1)NC1CCCCC1 (stereo not drawn),12,0.8,8,-22,0,-8,-14,-10,-4
C=CCNC(=O)CC(=O)N/N=C/c1ccc(C(=O)OC)cc1,25,1.1,-1,-6,4,-3,-18,2,-3
NC(=O)c1ccsc1NC(=O)COC(=O)COc1ccc(C=O)cc1,-12,16*,-10,7,22,25,-12,2,2
O=C(c1ccc2ccccc2n1)N(CCO)Cc1ccccc1,-15,0.1,-6,-13,4,-14,22,6,6
CCOC(=O)/C(C#N)=C/C1=C(N2CCCC2)CC(C)(CC)OC1 (stereo not drawn),7,0.1,-3,0,1,-2,-7,-20,-2
O=C(O)Cn1nnn(-c2ccccc2)c1=S,-6,-0.2,-2,-9,8,1,-1,2,0
Cn1c(NC(=O)C[n+]2cc(-c3ccc(Cl)c(Cl)c3)n3c2CCC3)cc(=O)n(C)c1=O,21,0.7,-4,-2,0,7,-14,2,-8
CC1(Cc2ccc(Cl)cc2)C(=O)Nc2c(Cl)cccc21 (stereo not drawn),15,0.5,.,-11,.,.,-15,.,-8
Cc1cccc(N(CC(=O)NC(C)C)C(=O)CCC(=O)Nc2nccs2)c1,21,0.8,-3,-15,1,6,-5,-17,-1
COCc1ccc(C(=O)N2CCCCC2C(=O)Nc2ccc(-n3nc(C)cc3C)cc2)o1 (stereo not drawn),-16,2.5,2,-3,3,1,2,-15,-3
CCC(=O)Nc1ccc(Oc2ccc3c(c2)C(=O)N(c2ccc(O)cc2)C3=O)cc1,4,-0.3,-2,-2,0,-15,-5,6,-2
CCOC(=O)c1c(NC(=O)CN2CCC(C)CC2)sc(C)c1C,0,0.6,-8,1,-2,-42,-2,-3,-4
O=C(c1ccccc1)c1ccc(N2CCOCC2)cc1,7,0.8,.,-7,0,-2,-14,.,-3
NNc1cccc(C=Cc2ccccc2)cc1=O,16,1.2,.,-7,0,-9,-10,.,-1
CN(c1ccccc1)S(=O)(=O)c1ccc2c(c1)OCCO2,11,-0.3,-8,-3,0,36,-3,-5,0
